Screens as filed in PubChem BioAssay.
HT1080 IDH1KD tx: kills HT-1080 cells with IDH1 knockdown; 2% of 360,000 active; AID 686971; Potency, µM (highest dose often 46.1 µM), inactives show at the highest dose activity, negative = toxicity, most hits filed as cytotoxic; HT-1080 IDH1 knockdown viability, ATP luminescence, 48 h;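 further: potency means the concentration at half of the fitted maximal effect; 0% = DMSO wells and -100% = cell-free medium wells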
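% activity derives from luminescence (CellTiter-Glo), normalised to DMSO and no-cell wells. HT-1080-IDH1KD cells, 750/well, had 48 h compound exposure at 37 °C.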
KB-3-1 tox: kills parental KB-3-1 adenocarcinoma cells; KB-3-1 viability, CellTiter-Glo ATP luminescence, 72 h; Potency, µM (series often up to 46.1 µM), for the others: top-dose activity change, negative = cytotoxic, hits mostly cytotoxic; 1.4% of 400,000 active; AID 1347075; further: potency means the concentration at half of the fitted maximal effect; on the % scale 0 is the no-effect control and ±100 the full control effect; nearly all actives have a fitted effect of over 60% in size
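Parental KB-3-1 adenocarcinoma cells in phenol-red-free DMEM with 10% FBS were pin-treated with compounds at several concentrations, incubated 72 h at 37 °C, and viability read by CellTiter-Glo luminescence; concentration-effect curves were fitted after normalization.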
ATXN2 expr inh: reduces ATXN2 reporter expression in HEK-293 cells. HEK-293 ATXN2-luciferase reporter, luminescence, 24 h. Potency, µM (titrated, usually from 57 µM), for the others: at the top dose activity change, negative = inhibition, usual class: inhibitors. 0.72% of 360,000 active; further: potency means the concentration at half of the fitted maximal effect; on the % scale 0 is the no-effect control and ±100 the full control effect; nearly all actives have a fitted effect of over 55% in size
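ATXN2-luciferase reporter cells (luciferase flanked by upstream and downstream ATXN2 gene portions) were treated 24 h at 37 °C with compounds at up to 57 uM. SteadyGlo luminescence gave expression; GF-AFC fluorescence gave viability.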
WRN helicase inh: blocks human WRN helicase. Q14191. WRN helicase unwinding, fluorescent forked duplex, kinetic. Potency, µM (highest dose often 114 µM), for the others: at the top dose activity change, negative = inhibition, most hits filed as inhibitors. 0.46% of 360,000 active; further: potency means the concentration at half of the fitted maximal effect; on the % scale 0 is the no-effect control and ±100 the full control effect; nearly all actives have a fitted effect of over 55% in size
Target sequence (Q14191 whole entry, looked up): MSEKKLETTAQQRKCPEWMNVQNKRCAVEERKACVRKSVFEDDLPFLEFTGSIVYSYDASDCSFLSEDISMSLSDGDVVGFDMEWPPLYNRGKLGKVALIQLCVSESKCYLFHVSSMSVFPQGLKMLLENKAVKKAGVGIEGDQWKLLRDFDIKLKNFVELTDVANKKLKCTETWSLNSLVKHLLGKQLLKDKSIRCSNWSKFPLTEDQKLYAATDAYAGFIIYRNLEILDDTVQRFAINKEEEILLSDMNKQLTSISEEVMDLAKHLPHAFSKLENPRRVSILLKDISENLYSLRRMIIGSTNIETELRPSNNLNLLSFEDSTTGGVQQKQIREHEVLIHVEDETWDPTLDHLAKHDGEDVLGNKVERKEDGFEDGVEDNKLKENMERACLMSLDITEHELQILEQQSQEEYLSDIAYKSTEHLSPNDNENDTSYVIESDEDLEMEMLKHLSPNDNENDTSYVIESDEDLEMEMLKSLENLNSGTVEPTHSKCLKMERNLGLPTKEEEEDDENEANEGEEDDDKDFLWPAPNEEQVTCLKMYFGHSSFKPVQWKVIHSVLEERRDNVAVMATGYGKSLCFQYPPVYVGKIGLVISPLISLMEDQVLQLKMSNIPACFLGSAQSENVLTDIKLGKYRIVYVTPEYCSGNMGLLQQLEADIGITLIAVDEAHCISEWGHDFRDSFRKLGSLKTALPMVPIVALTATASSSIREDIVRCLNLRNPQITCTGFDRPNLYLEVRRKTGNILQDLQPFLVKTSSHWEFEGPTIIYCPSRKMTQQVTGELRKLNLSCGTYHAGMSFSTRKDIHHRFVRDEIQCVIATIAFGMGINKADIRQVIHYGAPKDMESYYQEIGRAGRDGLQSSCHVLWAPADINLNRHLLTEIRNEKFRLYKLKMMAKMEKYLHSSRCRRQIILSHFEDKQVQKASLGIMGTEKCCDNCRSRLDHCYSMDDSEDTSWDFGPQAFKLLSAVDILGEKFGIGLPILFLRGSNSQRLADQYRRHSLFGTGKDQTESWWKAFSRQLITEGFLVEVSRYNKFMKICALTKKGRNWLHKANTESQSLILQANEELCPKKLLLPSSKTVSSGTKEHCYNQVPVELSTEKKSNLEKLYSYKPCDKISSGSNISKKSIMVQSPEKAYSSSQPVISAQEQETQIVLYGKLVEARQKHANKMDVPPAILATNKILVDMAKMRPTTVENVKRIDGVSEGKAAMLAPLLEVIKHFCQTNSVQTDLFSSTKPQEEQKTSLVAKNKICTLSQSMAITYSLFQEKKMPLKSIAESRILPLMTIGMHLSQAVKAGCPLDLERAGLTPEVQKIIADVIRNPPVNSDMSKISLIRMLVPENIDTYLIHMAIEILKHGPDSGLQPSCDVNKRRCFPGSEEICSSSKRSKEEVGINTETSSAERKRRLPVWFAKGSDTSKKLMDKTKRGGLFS
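Fluorescence dequenching readout, ex 525 nm/em 598 nm, kinetic mode: forked duplex DNA (100 nM final) with adjacent fluorophore and quencher unwound by WRN (20 nM final) with 2 mM ATP. Compound preincubation 15 min, room temperature.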
IL-1B inflam inh: inflammasome signaling inhibition, IL-1 beta readout; activity change, % at 57.5 µM; THP-1 LPS/ATP IL-1B secretion, AlphaLISA, 16 h; hits give low values; 4.7% of 360,000 active; in the data active means activity change below about -50%; inconclusive means mostly about -30% to -49%; further: on the % scale 0 is the no-effect control and ±100 the full control effect
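Secreted IL-1B measured by AlphaLISA bead assay after 16 h compound exposure of THP-1 cells; compounds (final up to 57.5 uM) added 1 h before LPS (250 ng/mL) and ATP (1.25 mM) stimulation; lower signal means less secretion.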
SW480 rerep: induces DNA re-replication in SW480 colon adenocarcinoma cells; SW480 DNA re-replication, Hoechst DNA content imaging, 48 h; AID 624297; 1.8% of 340,000 active; Potency, µM (doses to about 46.1 µM), inactives show at the top dose re-replication activation, most hits filed as activators; further: potency means the concentration at half of the fitted maximal effect; % of control where 0% means no effect; nearly all actives have a fitted effect of over 55% in size
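Compounds, transferred as 23 nL by pin tool, were incubated with cells for 48 hr; DNA content per nucleus was then quantified by Hoechst staining and fluorescence plate imaging.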
HT1080NT lethal: kills 2HG-producing HT-1080-NT fibrosarcoma cells; HT-1080-NT fibrosarcoma viability, CellTiter-Glo ATP luminescence, 48 h; Potency, µM (series often up to 46.1 µM), for inactives: top-dose activity, negative = less viability, hits mostly cytotoxic; 1.6% of 360,000 active;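 further: NT is the 2HG producing partner of a matched IDH1 knockdown line; potency means the concentration at half of the fitted maximal effect; 0% = DMSO-treated cells and -100% = media-only wells without cells; nearly all actives have a fitted effect of over 55% in size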
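Toxicity toward the 2HG-producing NT line was scored as %Activity, normalised to DMSO and no-cell wells, from CellTiter-Glo luminescence after 48 hours' treatment.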
MCF10A rerep: inducers of DNA re-replication in MCF 10A breast cells. MCF 10A DNA re-replication, Hoechst nuclear intensity, 48 h. Potency, µM (series often up to 46.1 µM), without a hit: at the highest dose activity, positive = re-replication, usual class: activators. 2.9% of 350,000 active. AID 624296; further: potency means the concentration at half of the fitted maximal effect; % of control where 0% means no effect; nearly all actives have a fitted effect of over 50% in size
KB-V1 cytotox: kills drug-selected multidrug resistant KB-V1 cells. 3.4% of 400,000 active. KB-V1 MDR cells viability, CellTiter-Glo, 72 h. Potency, µM (highest dose often 46.1 µM), without a hit: at the top dose activity change, negative = cytotoxicity, hits mostly cytotoxic; further: potency means the concentration at half of the fitted maximal effect; on the % scale 0 is the no-effect control and ±100 the full control effect; nearly all actives have a fitted effect of over 60% in size
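Cytotoxicity toward P-gp-expressing KB-V1 cells was determined as loss of CellTiter-Glo luminescence after 72 h at 37 degrees C. Compounds were tested in quantitative HTS format across a concentration range, with curves fitted to normalized data.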
* marks the source's active call; other numbers are inactive results; & = joins results of further samples; [ ] = dose if it differs, or a comment. Unless noted, the call rests on the fitted dose curve; in most records, active means well fitted curve in the direction sought with a large enough effect; inconclusive means small, poorly fitted or top-dose-only effect, or another doubt; inactive means no such curve, though single readings can be large; an effect the other way counts as inactive or inconclusive.

COc1ccc(OC)c(NS(=O)(=O)c2ccc3c(c2)n(C)c(=O)n3C)c1 was read as HT1080 IDH1KD tx 1%, KB-3-1 tox -14%, ATXN2 expr inh 9%, WRN helicase inh 8%, IL-1B inflam inh -1, SW480 rerep -7%[9.22 µM], HT1080NT lethal -1%, MCF10A rerep 4% and KB-V1 cytotox -12%.
Screening COc1ccc(NC(=O)c2cc(C)cc(C)c2)cc1S(=O)(=O)N1CCCCC1 returned HT1080 IDH1KD tx -5%, KB-3-1 tox -17%, ATXN2 expr inh -15%, WRN helicase inh -1%, IL-1B inflam inh -25, SW480 rerep -32%[inhibitor], HT1080NT lethal 1%[9.24 µM], MCF10A rerep -2% and KB-V1 cytotox -14%.
`CC(=O)Nc1ccc(NC(=O)COc2ccc(S(=O)(=O)N3CCCC3)cc2)cc1` gave HT1080 IDH1KD tx -3%, KB-3-1 tox -3%, ATXN2 expr inh -2%, WRN helicase inh 2%, IL-1B inflam inh 8, SW480 rerep inconclusive, HT1080NT lethal 9%, MCF10A rerep 3% and KB-V1 cytotox 0%.
`CCOC(=O)c1sc2ncc([N+](=O)[O-])cc2c1N` gave HT1080 IDH1KD tx 10%, KB-3-1 tox -4%, WRN helicase inh 0%, IL-1B inflam inh -12, SW480 rerep 5%, HT1080NT lethal 26%, MCF10A rerep 2% and KB-V1 cytotox inconclusive.
For Cc1c([C@H]2[C@@H](CC#N)C2(C)C)c2ccccc2n1C the results were HT1080 IDH1KD tx 1%, KB-3-1 tox -1%, ATXN2 expr inh 0%, WRN helicase inh -7%, IL-1B inflam inh 9, SW480 rerep -6%[9.22 µM], HT1080NT lethal -1%, MCF10A rerep -2% and KB-V1 cytotox -1%.
Screening CCOc1ccc(NC(=O)C2CCCN(S(=O)(=O)c3ccc4c(c3)CC(C)N4C(C)=O)C2)cc1 (centres undefined) returned HT1080 IDH1KD tx -1%, KB-3-1 tox -1%, ATXN2 expr inh inconclusive, WRN helicase inh -13%, IL-1B inflam inh -1, SW480 rerep 0%, HT1080NT lethal -1%, MCF10A rerep 0% and KB-V1 cytotox inconclusive.
Cc1nn(CCCC(=O)Nc2cnn(Cc3ccc(F)cc3)c2)c(C)c1[N+](=O)[O-] was read as HT1080 IDH1KD tx 2%, KB-3-1 tox -3%, ATXN2 expr inh -25%, WRN helicase inh 0%, IL-1B inflam inh 0, SW480 rerep -2%, HT1080NT lethal 2%, MCF10A rerep -2% and KB-V1 cytotox 0%.
Screening CCOCCn1c(-c2ccccc2)nc2ccccc21 returned HT1080 IDH1KD tx 23%, KB-3-1 tox -3%, ATXN2 expr inh -10%, WRN helicase inh 4%, SW480 rerep -52%[inhibitor], HT1080NT lethal 4%, MCF10A rerep -2% and KB-V1 cytotox -11%.
Screening COCCn1c(=O)[nH]c(=O)c2c1nc(-c1ccc(-c3ccc(Cl)cc3[N+](=O)[O-])o1)n2Cc1ccccc1 returned HT1080 IDH1KD tx inconclusive, KB-3-1 tox inconclusive, ATXN2 expr inh 7%, WRN helicase inh -28%, IL-1B inflam inh 39, SW480 rerep inconclusive, HT1080NT lethal inconclusive, MCF10A rerep 5.2µM* and KB-V1 cytotox 23µM*.
For CCOC(=O)c1c(-c2ccccc2)csc1NC(=O)c1cc(-c2ccccc2OC)on1 the results were HT1080 IDH1KD tx 13%, KB-3-1 tox -3%, ATXN2 expr inh 0%, WRN helicase inh -34%, IL-1B inflam inh 15, SW480 rerep -3%, HT1080NT lethal 12%, MCF10A rerep -7% and KB-V1 cytotox 0%.
For COc1ccc(C(C(=O)NCc2ccccc2)N(C(=O)c2snc(C(N)=O)c2N)c2ccccc2OC)cc1 (centres undefined) the results were HT1080 IDH1KD tx -9%, KB-3-1 tox inconclusive, ATXN2 expr inh inconclusive, WRN helicase inh -17%, IL-1B inflam inh -55*, SW480 rerep inconclusive, HT1080NT lethal -12%, MCF10A rerep 2% and KB-V1 cytotox -18%.
Screening COC(=O)c1ccc2[nH]c3cccc(/C(=C/c4ccccc4)c4ccccc4)c3c2c1 returned HT1080 IDH1KD tx inconclusive, KB-3-1 tox inconclusive, ATXN2 expr inh inconclusive, WRN helicase inh -9%, IL-1B inflam inh -58*, SW480 rerep 1%, HT1080NT lethal inconclusive, MCF10A rerep 12µM* and KB-V1 cytotox inconclusive.
For COc1cccc(CNC(=O)CSCc2cnn(-c3ccccc3)c2-n2cccc2)c1OC the results were HT1080 IDH1KD tx -2%, KB-3-1 tox 12%, ATXN2 expr inh -17%, WRN helicase inh 0%, IL-1B inflam inh inconclusive, SW480 rerep -10%, HT1080NT lethal -7%, MCF10A rerep 125%[0.0737 µM] and KB-V1 cytotox -12%.
CNC(=O)C(=O)Nc1cc2c3c(c1)CCC(=O)N3CCC2 was read as HT1080 IDH1KD tx 0%, KB-3-1 tox -9%, WRN helicase inh -4%, IL-1B inflam inh 10, SW480 rerep -9%, HT1080NT lethal -2%, MCF10A rerep 0% and KB-V1 cytotox -1%.
`Cc1noc(NS(=O)(=O)c2ccc(NC(=O)CSc3nnc4c(n3)[nH]c3ccccc34)cc2)c1C` gave HT1080 IDH1KD tx 14%, KB-3-1 tox 8%, ATXN2 expr inh 7%, WRN helicase inh 89µM*, IL-1B inflam inh 12, SW480 rerep -4%, HT1080NT lethal 1%, MCF10A rerep -2% and KB-V1 cytotox 11%.

The list goes on, starting with the last 2 of the part before.
CNC(=O)C(=O)Nc1cc2c3c(c1)CCC(=O)N3CCC2 was read as HT1080 IDH1KD tx 0%, KB-3-1 tox -9%, WRN helicase inh -4%, IL-1B inflam inh 10, SW480 rerep -9%, HT1080NT lethal -2%, MCF10A rerep 0% and KB-V1 cytotox -1%.
`Cc1noc(NS(=O)(=O)c2ccc(NC(=O)CSc3nnc4c(n3)[nH]c3ccccc34)cc2)c1C` gave HT1080 IDH1KD tx 14%, KB-3-1 tox 8%, ATXN2 expr inh 7%, WRN helicase inh 89µM*, IL-1B inflam inh 12, SW480 rerep -4%, HT1080NT lethal 1%, MCF10A rerep -2% and KB-V1 cytotox 11%.
For CC(Oc1ccccc1F)C(=O)NN (centres undefined) the results were HT1080 IDH1KD tx 22%, KB-3-1 tox 21%, ATXN2 expr inh 4%, WRN helicase inh 1%, IL-1B inflam inh 7, SW480 rerep -1%, HT1080NT lethal 17%, MCF10A rerep -3% and KB-V1 cytotox 26%.
Screening CCOc1ccc(-c2nc(CCl)cs2)cc1 returned HT1080 IDH1KD tx 10%, KB-3-1 tox 13%, ATXN2 expr inh 17%, WRN helicase inh 3%, IL-1B inflam inh -2, SW480 rerep inconclusive, HT1080NT lethal 10%, MCF10A rerep 3% and KB-V1 cytotox 0%.
`CCOc1ccc(/C=C/C(=O)Nc2ccc(OC)cc2[N+](=O)[O-])cc1` gave HT1080 IDH1KD tx -11%, KB-3-1 tox 7%, ATXN2 expr inh 2%, WRN helicase inh -12%, IL-1B inflam inh -2, SW480 rerep -5%, HT1080NT lethal -15%, MCF10A rerep -1% and KB-V1 cytotox 19%.
`Cc1ccccc1-c1nc(CN2CCC(C(=O)NCC3CCCO3)CC2)c(C)o1` (centres undefined) gave HT1080 IDH1KD tx 7%, KB-3-1 tox 11%, ATXN2 expr inh -9%, WRN helicase inh -5%, IL-1B inflam inh -7, SW480 rerep -9%, HT1080NT lethal 1%, MCF10A rerep 2% and KB-V1 cytotox -7%.
Screening CC(=O)N1CCCc2cc(S(=O)(=O)N3CCCC(C(=O)Nc4ccc(C)cc4C)C3)ccc21 (centres undefined) returned HT1080 IDH1KD tx -6%, KB-3-1 tox -1%&-5%, ATXN2 expr inh 2%&3%, WRN helicase inh 0%, IL-1B inflam inh 21, SW480 rerep -3%, HT1080NT lethal 5%, MCF10A rerep -3% and KB-V1 cytotox inconclusive.
`COc1ccc(OC)c(/C=C/C(=O)OCC(=O)Nc2nnc(-c3ccccc3)o2)c1` gave HT1080 IDH1KD tx -14%, KB-3-1 tox 6%, WRN helicase inh -16%, IL-1B inflam inh 14, SW480 rerep -5%, HT1080NT lethal -5%, MCF10A rerep 8% and KB-V1 cytotox 7%.
Screening CCCn1c(=O)c(C(=O)NCCCc2ccccc2)c(O)c2ccccc21 returned HT1080 IDH1KD tx 9%, KB-3-1 tox 5%, ATXN2 expr inh -16%, WRN helicase inh 0%, IL-1B inflam inh 0, SW480 rerep -23%, HT1080NT lethal 8%, MCF10A rerep -6% and KB-V1 cytotox 10%.
O=C(Nc1ccc(F)cc1)/C(=C1/CCCCCN1)[N+](=O)[O-] was read as HT1080 IDH1KD tx 3%, KB-3-1 tox inconclusive, ATXN2 expr inh 6%, WRN helicase inh -6%, IL-1B inflam inh -25, SW480 rerep 0%, HT1080NT lethal 1%, MCF10A rerep 2% and KB-V1 cytotox -3%.
Screening Cc1ccc(Nc2ccc(C(=O)N3CCCC3)cn2)c(C)c1 returned HT1080 IDH1KD tx 9%, KB-3-1 tox 12%, ATXN2 expr inh 17%, WRN helicase inh -9%, IL-1B inflam inh 15, SW480 rerep -12%, HT1080NT lethal 15%, MCF10A rerep -5% and KB-V1 cytotox 3%.
For N#C/C(=C/c1cccc(C(F)(F)F)c1)c1nc(CCN2C(=O)c3ccccc3C2=O)cs1 the results were HT1080 IDH1KD tx 8%, KB-3-1 tox -19%, ATXN2 expr inh -14%, WRN helicase inh 11%, IL-1B inflam inh -8, SW480 rerep -4%, HT1080NT lethal 14%, MCF10A rerep 6% and KB-V1 cytotox 21µM*.
